Pol kappa inh: blocks human DNA polymerase kappa activity | Q9UBT6 | purified Pol kappa, fluorescent DNA synthesis assay, 10 min | Potency, µM (doses to about 107 µM), for inactives: at the top dose activity, negative = inhibition, hits mostly inhibitors | 400,000 tested, 0.53% active; further: potency means the concentration at half of the fitted maximal effect; on the % scale 0 is the no-effect control and ±100 the full control effect
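10 nM Pol kappa was preincubated with compounds for 15 min at room temperature. Reaction started with 50 nM (final) substrate. Fluorescence read kinetically at 0 and 10 min.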
GRP78 ERSR act: inducers of ER stress response in human glioma cells | U87-MG GRP78 promoter luciferase reporter, 16 h | 420,000 tested, 0.02% active | Potency, µM, without a hit: top-dose activation, actives largely listed as activators; further: potency means the concentration at half of the fitted maximal effect; series mostly up to about 76 µM; % of control where 0% means no effect; nearly all actives have a fitted effect of over 35% in size
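ERSR induction read as luciferase luminescence (Bright-Glo, 10 min at room temperature) in stably transfected human U87-MG glioma cells exposed to compounds for 16 h, using GRP78 as sensor.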
APE1 inh: blocks human APE1 abasic DNA cleavage; Potency, µM (titrated, usually from 65.8 µM), without a hit: at the top dose activity change, negative = inhibition, usual class: inhibitors; P27695; recombinant APE1, TAMRA/BHQ-2 abasic DNA cleavage fluorescence; 350,000 tested, 0.35% active;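 further: potency means the concentration at half of the fitted maximal effect; plate controls were vehicle for no effect and reference inhibitor for full effect; nearly all actives have a fitted effect of over 55% in size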
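Incision of a quenched TAMRA/BHQ-2 THF abasic-site duplex (50 nM) by 0.75 nM APE1, after 15 min compound preincubation, measured as fluorescence increase over three 60 s reads. Values normalized to buffer, DMSO and NSC13755 control wells.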
LDHA block: LDHA (human) enzyme inhibition; P00338; purified LDHA, NADH/diaphorase-resazurin fluorescence; hits give low values; activity change, % (values are at about 110 or 230 µM); 480,000 tested, 0.15% active; AID 1347041; in the data active means activity change below about -30%; inconclusive means mostly about -25% to -30%;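 further: plate controls were DMSO wells for no effect and wells without enzyme for full effect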
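Resorufin fluorescence (ex540/em590), read at 0 and 20 min after diaphorase/resazurin addition, reports the NADH left after a 5 min room-temperature reaction of 2 nM human LDH5 with 0.06 mM NADH and 0.2 mM pyruvate.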
POLH inh: blocks human DNA polymerase eta activity; Q9Y253; Potency, µM (top dose mostly 114 µM), for inactives: top-dose activity change, negative = inhibition, hits mostly inhibitors; recombinant Pol eta, fluorescent DNA replication assay; 390,000 tested, 1.2% active; further: potency means the concentration at half of the fitted maximal effect; on the % scale 0 is the no-effect control and ±100 the full control effect
Target sequence (Q9Y253 whole entry, looked up): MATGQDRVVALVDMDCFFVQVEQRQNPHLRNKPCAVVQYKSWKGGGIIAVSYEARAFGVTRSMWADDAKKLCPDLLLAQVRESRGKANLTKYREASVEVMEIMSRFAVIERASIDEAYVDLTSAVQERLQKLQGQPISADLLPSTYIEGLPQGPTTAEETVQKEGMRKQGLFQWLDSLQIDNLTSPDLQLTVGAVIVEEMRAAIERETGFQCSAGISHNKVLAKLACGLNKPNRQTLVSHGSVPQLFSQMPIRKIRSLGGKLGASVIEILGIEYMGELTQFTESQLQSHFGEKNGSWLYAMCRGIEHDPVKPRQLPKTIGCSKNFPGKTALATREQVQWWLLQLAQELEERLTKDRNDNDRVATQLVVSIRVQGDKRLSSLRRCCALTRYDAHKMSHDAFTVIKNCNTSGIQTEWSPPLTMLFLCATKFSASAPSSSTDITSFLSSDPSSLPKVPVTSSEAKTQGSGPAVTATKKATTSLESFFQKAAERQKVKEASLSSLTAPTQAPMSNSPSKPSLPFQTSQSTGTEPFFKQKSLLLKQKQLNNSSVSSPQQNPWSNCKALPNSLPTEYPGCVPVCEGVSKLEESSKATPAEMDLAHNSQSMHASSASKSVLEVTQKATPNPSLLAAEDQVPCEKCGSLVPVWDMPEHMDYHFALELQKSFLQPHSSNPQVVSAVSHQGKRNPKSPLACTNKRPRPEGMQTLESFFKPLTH
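Pol eta at 10 nM preincubated with compounds 15 min at room temperature; reaction started with fluorescent substrate (50 nM final) and read kinetically at 0 and 10 min.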
Apoferritin bind: binds horse apoferritin like a general anesthetic | apoferritin/1-aminoanthracene competitive binding, fluorescence | AID 485281 | 350,000 tested, 0.074% active | Potency, µM (doses to about 77.5 µM), for the others: at the highest dose activity change, negative = displacement, usual class: inhibitors; further: potency means the concentration at half of the fitted maximal effect; on the % scale 0 is the no-effect control and ±100 the full control effect; nearly all actives have a fitted effect of over 20% in size
Target sequence (P02791 2-175 limits assumed): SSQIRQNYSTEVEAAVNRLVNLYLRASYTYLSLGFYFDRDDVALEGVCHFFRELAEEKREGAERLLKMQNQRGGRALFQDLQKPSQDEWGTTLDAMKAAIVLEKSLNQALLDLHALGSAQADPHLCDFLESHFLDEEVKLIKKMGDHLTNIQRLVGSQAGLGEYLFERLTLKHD
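Horse-spleen apoferritin (10 uM) was mixed with 50% saturated 1-aminoanthracene in PBS, exposed to compounds for 10 min at room temperature, and read for fluorescence (ex 380 nm, em 535 nm). Competitive displacement was fitted with a four-parameter Hill equation.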
Pol iota inh: inhibitors of human DNA polymerase iota; Q9UNA4; Potency, µM (top dose mostly 115 µM), for inactives: top-dose activity, negative = inhibition, most hits filed as inhibitors; 390,000 tested, 1% active; Pol iota fluorescent replication assay, 10 min; further: potency means the concentration at half of the fitted maximal effect
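Pol iota at 10 nM preincubated 15 min with compounds at room temperature; reaction started with fluorescent substrate, 50 nM final. Fluorescence read kinetically at 0 and 10 min; buffer-only wells as negative control.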
BLM helicase inh: blocks DNA unwinding by human BLM helicase. recombinant BLM DNA unwinding, fluorescence dequenching. Potency, µM (series often up to 56.1 µM), for inactives: top-dose activity change, negative = inhibition, most hits filed as inhibitors. 350,000 tested, 0.2% active;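 further: potency means the concentration at half of the fitted maximal effect; plate controls were vehicle for no effect and no enzyme for full effect; nearly all actives have a fitted effect of over 35% in size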
Pol beta inh: blocks human DNA polymerase beta activity; 340,000 tested, 1.3% active; P06746; Potency, µM (top dose mostly 114 µM), for the others: at the highest dose activity change, negative = inhibition, usual class: inhibitors; AID 485314; Pol beta primer extension/strand displacement, fluorescence kinetic; further: potency means the concentration at half of the fitted maximal effect; on the % scale 0 is the no-effect control and ±100 the full control effect
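Enzyme-only controls used 10 nM Pol beta; buffer lacking enzyme served as negative control. Compound preincubated 15 min, then 50 nM substrate added; 0 and 10 min reads at room temperature.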
* marks the source's active call; other numbers are inactive results; u = inconclusive; x = no result given; [ ] = another dose, or the depositor's remark. Unless noted, the call rests on the fitted dose curve; in most records, active means well fitted curve in the direction sought with a large enough effect; inconclusive means small, poorly fitted or top-dose-only effect, or another doubt; inactive means no such curve, though single readings can be large; an effect the other way counts as inactive or inconclusive.

smiles	Pol kappa inh	GRP78 ERSR act	APE1 inh	LDHA block	POLH inh	Apoferritin bind	Pol iota inh	BLM helicase inh	Pol beta inh
O=C(Nc1ccccc1)C1CC(=O)n2ncnc2N1 (stereo unspecified)	-11%	-2%	-1%	0	-5%	4%	11%	-2%	4%
Cc1cc(OC(C)C(=O)N(Cc2ccco2)Cc2ccco2)cc(C)c1Cl (stereo unspecified)	-8%	-6%	x	-5	-15%	-3%	5%	-10%	9%
O=S(=O)(NCCN1CCCC1)c1ccc(C(F)(F)F)cc1	10%	-6%	9%	-3	0%	-7%	2%	0%	-4%
COc1cccc(CNC(=O)COc2cccc(-n3cnnn3)c2)c1	-17%	-4%	9%	-9	-2%	x	28%	x	x
CC(C)OC(=O)c1cccc(NC(=O)CSc2nnc(N)s2)c1	-4%	-1%	5%	1	-13%	-8%	63%[activator]	-2%	4%
O=C(Nc1sc2c(c1-c1nc3ccccc3[nH]1)CCCC2)C1CC1	-15%	-3%	-6%	2	-9%	-12%	30%	0%	18%
CCN(CC)CCNC(=O)c1ccc(NC(=O)c2ccc(COc3ccccc3)cc2)cc1	3%	-7%	36%	-12	-19%	-4%	23%	-12%	-19%
CCN(CC)CCN(C(=O)c1ccc(C(=O)OC)cc1)c1nc2ccc(Cl)cc2s1	-7%	-2%	x	-4	2%	0%	34%[activator]	-1%	11%
CCOC(=O)C1CCN(c2c(NCc3ccc(C(=O)NC4CCCC4)cc3)c(=O)c2=O)CC1	5%	-5%	-1%	-3	-8%	-9%	-6%	0%	u
CSCCC1NC(=O)N(CC(=O)Nc2ccc(Br)cc2Br)C1=O (stereo unspecified)	4%	-1%	-5%	-2	-3%	3%	21%	-9%	-7%
COc1ccccc1CNC(=O)c1cn(C)c(=O)c2cc(OC)c(OC)cc12	-12%	-6%	-4%	-5	0%	-3%	34%[activator]	2%	2%
Cc1ccc(Cl)cc1NS(=O)(=O)c1ccc2oc(=O)c3ncn(C)c3c2c1	4%	-10%	x	7	-9%	u	-2%	-2%	17%
COC(=O)C1OC(=O)C2O[C@@]23[C@]2(C)C(OC(C)=O)CC4C(C)(C)C(=O)CC[C@]4(C)C2CC[C@@]13C (stereo partly specified)	-7%[60.1 µM]	-6%	0%	x	x	-8%	x	0%	x
O=C(/C=C/c1ccccc1)OCc1cnc(Cl)s1	-5%	-5%	-5%	-13	-6%	-21%	14%	-5%	2%
CCSc1nc2sc3c(c2c(=O)n1CC)CCC3	-34%	0%	-19%	2	4%	-19%	u	-12%	u
Cc1ccc(S(=O)(=O)Nc2ncc(C(F)(F)F)cc2Cl)cc1	-3%	-7%	-10%	-8	-3%	0%	u	5%	9%
COC(=O)C(C)(C)ONC(=O)Nc1ccccc1	-12%	-4%	2%	-8	-19%	-16%	-6%	2%	-28%
CS(=O)(=O)NCC(c1ccco1)N1CCN(c2ccccc2)CC1 (stereo unspecified)	-5%[60.1 µM]	-4%	x	-2	-12%	-11%	0%	0%	1%
COc1ccc(N2CCN(CC(=O)Nc3ccc(C)cc3Br)CC2)cc1	5%	-1%	x	4	-8%	x	29%	x	x
Cc1nn(-c2ccccc2)c(OC(=O)c2ccccc2Br)c1S(=O)(=O)c1ccccc1	0%	-3%	x	-2	-17%	2%	10%	2%	1%
Nc1nc(SCc2nnc(SCC(=O)O)n2-c2ccccc2)nc2sc3c(c12)CCCC3	-20%	-1%	-3%	4	-3%	-8%	u	2%	21%
COc1cc2c(cc1OC)CN(CC(=O)Nc1ccc(C)c(S(=O)(=O)N3CCOCC3)c1)CC2	9%	-2%	-7%	0	5%	-13%	3%	-5%	2%
O=C(CSc1nnc2c3ccccc3c3ccccc3c2n1)Nc1ccccc1	x	x	-7%	x	x	-11%	x	-2%	u
O=C(/C=C/c1cccc(F)c1)N1CCN(c2ccccn2)CC1	2%	5%	14%	2	-18%	-20%	13%	1%	4%
C/C(=N\NC(=O)c1ccc(NS(=O)(=O)c2cccs2)cc1)c1ccc2c(c1)OCO2	-6%	3%	0%	4	u	-14%	29%	0%	-15%
COc1cc(/C=C2/C(=O)N(c3ccc([N+](=O)[O-])cc3)N=C2N2CCOCC2)ccc1O	-9%	-4%	1%	-2	u	-9%	0.89µM*	u	-10%
O=S(=O)(NNC(=S)Nc1ccc(S(=O)(=O)Nc2ncccn2)cc1)c1ccc(Br)cc1	2%	-3%	-6%	-3	-4%	-16%	14%	0%	16%
COc1cc(OC)c(N2CC(C(=O)NCCC3=CCCCC3)CC2=O)cc1Cl (stereo unspecified)	-1%	-5%	8%	-3	-8%	x	-15%	x	x
COc1ccc(NC(=O)c2c(-c3c(Cl)cccc3Cl)noc2C)c(OC)c1	-4%	2%	u	-3	-17%	-3%	42%[activator]	-7%	24%
CC(NC(=O)OCc1ccccc1)C(=O)NCC1CCCO1 (stereo unspecified)	-1%	0%	1%	-6	-12%	-10%	28%	-1%	3%
CCOc1ccc(-c2noc(=O)[nH]2)cc1	-4%	-2%	-2%	-2	-13%	-8%	32%[activator]	0%	19%
COC(=O)C(C(=O)OC)C(CC(=O)c1ccc(C)cc1)c1cc(OC)c(OC)c(OC)c1 (stereo unspecified)	13%	-5%	35%	-1	-7%	-3%	13%	-4%	-18%
CC(=O)c1ccc(C(=O)Nc2nnc(-c3ccc(Cl)cc3)o2)cc1	-31%	-2%	-2%	-2	-9%	-4%	u	-9%	-13%
O=C(NCC1(N2CCCCC2)CCCCC1)c1cccc(S(=O)(=O)Nc2ccc(F)cc2)c1	2%	-4%	-8%	0	-8%	x	-23%	x	x
O=C1CC(c2ccsc2)Sc2ccccc2N1 (stereo unspecified)	-12%	-3%	11%	-3	-14%	-3%	-18%[58.9 µM]	-1%	1%
COc1ccc2nc(NC(=O)c3cc(=O)c4ccccc4o3)sc2c1	4%	-2%	x	-1	u	2%	31%[activator]	-15%	-20%
N/C(=N\OC(=O)COc1cc(Cl)c(Cl)cc1Cl)c1ccccn1	-15%	0%	-4%	-8	-16%	-9%	35%[activator]	-1%	-14%
Brc1ccccc1-c1nnc2sc(Cc3ccccc3)nn12	1%	-1%	-8%	-5	-11%	8%	22%	-8%	-30%
COc1cc(-c2nc3cc(C)ccn3c2NC2CCCCC2)ccc1-c1ccc(C(C)=O)cc1	-4%	-2%	4%	-2	-7%	x	2%	x	x
N#CC(C#N)=C1NC2(CCCCC2)Cc2ccccc21	-10%	-5%	2%	-4	-15%	0%	31%[activator]	1%	-17%

Sorted by heavy-atom count (lowest first): part of the list above
smiles	Pol kappa inh	GRP78 ERSR act	APE1 inh	LDHA block	POLH inh	Apoferritin bind	Pol iota inh	BLM helicase inh	Pol beta inh
CCOc1ccc(-c2noc(=O)[nH]2)cc1	-4%	-2%	-2%	-2	-13%	-8%	32%[activator]	0%	19%
O=C1CC(c2ccsc2)Sc2ccccc2N1 (stereo unspecified)	-12%	-3%	11%	-3	-14%	-3%	-18%[58.9 µM]	-1%	1%
N#CC(C#N)=C1NC2(CCCCC2)Cc2ccccc21	-10%	-5%	2%	-4	-15%	0%	31%[activator]	1%	-17%
Brc1ccccc1-c1nnc2sc(Cc3ccccc3)nn12	1%	-1%	-8%	-5	-11%	8%	22%	-8%	-30%
N/C(=N\OC(=O)COc1cc(Cl)c(Cl)cc1Cl)c1ccccn1	-15%	0%	-4%	-8	-16%	-9%	35%[activator]	-1%	-14%
CC(=O)c1ccc(C(=O)Nc2nnc(-c3ccc(Cl)cc3)o2)cc1	-31%	-2%	-2%	-2	-9%	-4%	u	-9%	-13%
COc1cc(OC)c(N2CC(C(=O)NCCC3=CCCCC3)CC2=O)cc1Cl (stereo unspecified)	-1%	-5%	8%	-3	-8%	x	-15%	x	x
O=S(=O)(NNC(=S)Nc1ccc(S(=O)(=O)Nc2ncccn2)cc1)c1ccc(Br)cc1	2%	-3%	-6%	-3	-4%	-16%	14%	0%	16%
COC(=O)C(C(=O)OC)C(CC(=O)c1ccc(C)cc1)c1cc(OC)c(OC)c(OC)c1 (stereo unspecified)	13%	-5%	35%	-1	-7%	-3%	13%	-4%	-18%
O=C(NCC1(N2CCCCC2)CCCCC1)c1cccc(S(=O)(=O)Nc2ccc(F)cc2)c1	2%	-4%	-8%	0	-8%	x	-23%	x	x
COc1cc(-c2nc3cc(C)ccn3c2NC2CCCCC2)ccc1-c1ccc(C(C)=O)cc1	-4%	-2%	4%	-2	-7%	x	2%	x	x

Screening results as filed in PubChem.

These rows are one share of the data; count on the stated rates, not on these rows.
